Source: PubChem BioAssay
B2AR arrestin: agonists driving beta-arrestin recruitment to human beta2-adrenergic receptor | P07550 | beta-arrestin recruitment to beta2AR, cell-based reporter | Potency, µM (titrated, usually from 46.1 µM), for inactives: at the highest dose activation, usual class: activators | 330,000 tested, 0.02% active | AID 492947;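 also: potency is read from the fitted curve at half-maximal effect; 0% = DMSO controls and full agonism = EC100 isoproterenol or metaproterenol; nearly all actives have a fitted effect of over 65% in size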
TSHR antag: human thyrotropin receptor antagonism; P16473; TSHR-expressing cells, TSH-stimulated cAMP HTRF, 2 h; hits give low values; activity change, negative = inhibition, % at 11.5 µM; 330,000 tested, 0.2% active;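 active = activity change below a set negative limit, meaning inhibition stronger than a set level, cut at about -70% in these data; inconclusive = activity change between two set negative limits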; also: % is scaled to controls: 0 for no effect and ±100 for the full control effect
Target sequence (P16473 whole entry, looked up): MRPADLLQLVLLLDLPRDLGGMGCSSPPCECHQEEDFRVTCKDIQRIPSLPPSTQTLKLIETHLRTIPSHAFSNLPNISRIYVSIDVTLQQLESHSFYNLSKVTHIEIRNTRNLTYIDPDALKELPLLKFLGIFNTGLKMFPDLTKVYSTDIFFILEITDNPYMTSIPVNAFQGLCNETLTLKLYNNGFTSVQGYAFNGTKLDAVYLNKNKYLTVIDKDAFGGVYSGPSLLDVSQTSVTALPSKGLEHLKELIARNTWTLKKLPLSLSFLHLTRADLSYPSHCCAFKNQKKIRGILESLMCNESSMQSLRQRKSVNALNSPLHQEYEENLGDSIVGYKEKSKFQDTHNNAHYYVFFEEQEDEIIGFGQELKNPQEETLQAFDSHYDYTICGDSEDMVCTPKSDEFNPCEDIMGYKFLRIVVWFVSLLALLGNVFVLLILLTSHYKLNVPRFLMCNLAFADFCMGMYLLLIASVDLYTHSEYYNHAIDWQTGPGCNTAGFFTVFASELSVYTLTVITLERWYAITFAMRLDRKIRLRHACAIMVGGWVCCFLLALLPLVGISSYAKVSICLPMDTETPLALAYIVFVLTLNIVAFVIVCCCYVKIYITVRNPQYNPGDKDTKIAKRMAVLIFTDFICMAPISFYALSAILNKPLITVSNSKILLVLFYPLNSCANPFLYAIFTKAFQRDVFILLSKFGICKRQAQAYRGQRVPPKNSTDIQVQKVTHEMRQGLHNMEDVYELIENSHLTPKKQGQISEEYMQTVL
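Cell-based HTRF cAMP assay; TSHR cells + compound, TSH EC80 (4nM final), 2 h, 37 deg C. Lysis with anti-cAMP cryptate and cAMP-d2, 30 min RT, read 665/620 nm.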
TSG101-PTAP inh: blocks PTAP/TSG101 interaction to inhibit HIV-1 budding; Q99816; Fluorescence polarization, FITC-PTAP peptide / Tsg101 binding; Potency, µM (titrated, usually from 115 µM), without a hit: top-dose activity change, negative = inhibition, most hits filed as inhibitors; 340,000 tested, under 10 active; active = well fitted inhibition curve with a large enough effect in the main read-out, with a control signal flat, not every such curve was filed as active; inconclusive = small, poorly fitted or top-dose-only effect, or effect the other way, or a change in a side signal; inactive = no such curve, though single readings can be large or run the other way; also: potency is read from the fitted curve at half-maximal effect; % of control where 0% means no effect
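Fluorescence anisotropy tracks displacement of a FITC-tagged PTAP peptide (50 nM) from the Tsg101 binding domain (10 uM), following a 20 min room-temperature incubation at pH 7.5.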
USP2a block: USP2a (human) protease inhibition | Potency, µM (titrated, usually from 38.3 µM), inactives show at the top dose activity change, negative = inhibition, usual class: inhibitors | O75604 | AID 463254 | 330,000 tested, 0.01% active | USP2 core, Ub-CHOP2 coupled fluorogenic reporter, 485/531;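 also: potency is read from the fitted curve at half-maximal effect; plate controls were DMSO wells for no effect and full inhibition by NEM control for full effect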
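Cell-free coupled assay: 10nM USP2 core preincubated 30min RT with compound in Tris-HCl pH 8.0/CaCl2/CHAPS buffer, then 25nM Ub-CHOP2 and 25nM reporter substrate; fluorescence (Ex 485/Em 531) read after 60min RT, normalized to NEM inhibition, concentration-response curves fitted.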
Tb PFK block: inhibitors of T. brucei phosphofructokinase. AID 485367. Potency, µM (titrated, usually from 57.5 µM), inactives show at the top dose activity, negative = inhibition, usual class: inhibitors. 330,000 tested, 0.17% active. O15648. T. brucei PFK, ADP-Glo luminescence;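 also: potency is read from the fitted curve at half-maximal effect; 0% = uninhibited 1x PFK enzyme wells and -100% = no-enzyme wells; nearly all actives have a fitted effect of over 60% in size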
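Compounds were pin-transferred as a titration series up to 57 uM into substrate buffer (0.5 mM F6P, 0.1 mM ATP, pH 8.0), then 1.25 nM PFK was added and reactions ran 45 min before ADP-Glo detection.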
Eya2 inh: Eya2 (human) phosphatase inhibition. 330,000 tested, 0.006% active. Potency, µM (series often up to 76.9 µM), for the others: at the highest dose activity, negative = inhibition, most hits filed as inhibitors. recombinant Eya2, OMFP fluorescence dephosphorylation (OMFP is methylfluorescein phosphate). AID 488837. O00167; also: potency is read from the fitted curve at half-maximal effect; % is scaled to controls: 0 for no effect and ±100 for the full control effect
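Eya2 protein (added as 0.2 uM solution) was preincubated with compound for 10 min at ambient temperature in 50 mM HEPES pH 7.5, 50 mM NaCl, 5 uM MgCl2, 0.05% BSA, 1 mM DTT. OMFP (added at 50 uM) then reacted 10 min; fluorescence read at 485/525 nm.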
uPA surface inh: inhibitors of cell surface uPA generation | AID 540303 | Potency, µM (top dose mostly 38.3 µM), for the others: at the highest dose activity change, negative = inhibition, hits mostly inhibitors | cell surface uPA generation assay, qHTS | 330,000 tested, 0.31% active; active = well fitted inhibition curve with a large enough effect; inconclusive = small, poorly fitted or top-dose-only effect; inactive = no such curve, though single readings can be large or run the other way; tested in mouse RAW 264.7 cells; also: potency is read from the fitted curve at half-maximal effect; % is scaled to controls: 0 for no effect and ±100 for the full control effect; nearly all actives have a fitted effect of over 55% in size
Chronic BCR inh: blocks chronic active B-cell receptor signaling | Potency, µM (series often up to 46.1 µM), for inactives: top-dose ratio change, negative = lower green/red ratio, hits mostly inhibitors | 340,000 tested, 0.05% active | AID 493014 | ABC-DLBCL IkBa-CBG/CBR reporter, luminescence ratio, 4 h; active = well fitted inhibition curve with a large enough effect in the signal ratio, with a control signal flat, not every such curve was filed as active; inconclusive = small, poorly fitted or top-dose-only effect, or effect the other way, or a change in a side signal; the % refers to the signal ratio;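 also: potency is read from the fitted curve at half-maximal effect; plate controls were basal doxycycline-induced cells for no effect and cells given 10 µM MG132 for full effect; MG132 reads +100%, hits lower the ratio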
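Concentration-response series (up to 46 uM) were applied to TMD8 dual-reporter cells for 4 h at 37C with doxycycline. Green/red ratio, after filter-overlap correction, defined %Activity; red signal alone was normalised to basal cells and zero luminescence.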
TCR activator: activators of T cell receptors. AID 504894. primary human leukocytes, anti-CD3, IL-2 HTRF, 48 h. 330,000 tested, under 10 active. Potency, µM (highest dose often 9.22 µM), for the others: at the top dose activation of IL-2 secretion, hits mostly activators; also: % of control where 0% means no effect
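Primary human leukocytes were stimulated with a-CD3 beads plus compounds for 48 hr without co-stimulation; secreted IL-2 was quantified by HTRF using a-IL-2-K (europium cryptate) and a-IL-2-d2, excited at 320nm with acceptor emission read at 665nm.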
ELG1 DNA repair: ELG1-dependent DNA repair inhibition; 330,000 tested, 2.3% active; HEK293T ELG1-luciferase reporter, luminescence, 16 h; DNA damage induced by 5-fluorouridine; Potency, µM (titrated, usually from 46.1 µM), without a hit: at the top dose activity change, negative = inhibition, hits mostly inhibitors; also: potency is read from the fitted curve at half-maximal effect; % is scaled to controls: 0 for no effect and ±100 for the full control effect; nearly all actives have a fitted effect of over 55% in size
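In this reporter screen, reduction of luminescence relative to DMSO vehicle indicated activity. Compounds and 5-fluorouridine were added together to 2,000 cells per well, incubated for 16 hr at 37 °C, then developed with ONE-Glo.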
Mito fusion yeast: mitochondrial division inhibition or fusion activation | S. cerevisiae fusion-defective mutant growth rescue, CellTiterGlo 48 h | 320,000 tested, 0.23% active | Potency, µM (titrated, usually from 46.1 µM), inactives show at the top dose growth rescue (activation), most hits filed as activators | AID 485298;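 also: potency is read from the fitted curve at half-maximal effect; % of control where 0% means no effect; nearly all actives have a fitted effect of over 45% in size; temperature-sensitive fusion mutants such as fzo1-1 at 37 °C on non-fermentable ethanol glycerol medium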
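S. cerevisiae fusion-defective temperature-sensitive mutants (e.g. fzo1-1, mgm1-5) grown 48 h at 37C in YPEG (ethanol/glycerol non-fermentable) medium with 23 nl compound per well; growth rescue read as CellTiterGlo luminescence.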
* = called active by the depositor; ? = inconclusive; . = no result given; [ ] = dose if it differs, or a comment. Unless noted, calls follow the shape of the dose curve; as a rule, active = well fitted curve in the direction sought with a large enough effect; inconclusive = small, poorly fitted or top-dose-only effect, or another doubt; inactive = no such curve, though single readings can be large; an effect the other way counts as inactive or inconclusive.

smiles	B2AR arrestin	TSHR antag	TSG101-PTAP inh	USP2a block	Tb PFK block	Eya2 inh	uPA surface inh	Chronic BCR inh	TCR activator	ELG1 DNA repair	Mito fusion yeast
O=C(NCC1COc2ccccc2O1)C1CCN(S(=O)(=O)c2cccc3nsnc23)CC1 (configuration not stated)	-0.3%	2	0%	1%	4%	-2%	-3%	-8%	-1%	?	3%
COC(C(=O)NC1CC1)c1ccccc1 (configuration not stated)	-0.2%	-7	5%	2%	-2%	2%	-1%	-3%	0%[46.1 µM]	9%	0%
COC1CCCCC1Nc1cc(C)ccc1C (configuration not stated)	-0.1%	20	1%	2%	-6%	5%	1%	-1%	2%	6%	-5%
COc1ccccc1NC(=O)CS(=O)(=O)c1cccc2nsnc12	-0.3%	-3	-4%	-1%	1%	-9%	-14%	0%	-3%	-1%	1%
Cc1ccc(S(=O)(=O)N(C)c2ccc(C(=O)N3CCCCC3)cc2)cc1	-0.9%	-1	-2%	0%	3%	2%	-5%	?	0%	?	-1%
Cc1ccc([N+](=O)[O-])cc1NC(=O)C(C)NS(=O)(=O)c1ccc(F)cc1 (configuration not stated)	-0.4%	9	-3%	1%	-1%	0%	2%	-9%	2%	-15%	22%
CCN=C1SC(CC(=O)NCc2ccccc2)C(=O)N1CC (configuration not stated)	0.2%	6	0%	1%	0%	10%	6%	2%	12%	7%	-5%
Cc1csc2c(N3CCN(C(=O)Nc4ccc(Cl)c(Cl)c4)CC3)ncnc12	-0.3%	-15	0%	1%	-19%	17%	-4%	?	-6%	18µM*	0%
O=C(c1ccc(Br)cc1)C(CN1CCOCC1)c1ccccc1 (configuration not stated)	-0.5%	0	3%	1%	-13%	-13%	-15%	?	0%	?	-29%
COc1ccc(-c2noc(CCC(=O)N3CCN(c4cccc(Cl)c4)CC3)n2)cc1	-0.3%	-10	-4%	1%	-3%	4%	9%	0%	2%[46.1 µM]	?	.
Cc1ccc2nc(NC(=O)C3CCN(S(=O)(=O)c4cnc[nH]4)CC3)sc2c1	0.0%	6	-7%	-1%	2%	-5%	11%	?	-15%	?	-6%
CCCCCCCC(=O)OCC(=O)[C@@]1(O)CC[C@H]2[C@@H]3CCC4=CC(=O)CC[C@]4(C)[C@H]3[C@@H](O)C[C@@]21C	-0.3%	5	-6%	-10%	3%	?	4%	?	2%	?	?
CN1CCN(Cc2cn(C)nc2-c2ccccc2F)CC1c1ccccc1 (configuration not stated)	-0.5%	2	-4%	0%	4%	0%	-16%	-12%	-2%	1%	2%
C/C(=N/NC(=O)c1ccco1)c1cccc(NC(=O)c2ccc(C)o2)c1	-0.7%	8	0%	1%	0%	7%	-4%	?	0%	-8%	-1%
COc1cccc(C2C(C#N)=C(N)Oc3cc(C)[nH]c(=O)c32)c1OC (configuration not stated)	-0.3%	41	1%	-3%	0%	-4%	-3%	13%	4%	15%	4%
CCOC(=O)c1cccc(N2CC3CNC(=O)C2(C(=O)OC)N3C)c1 (configuration not stated)	0.6%	-18	2%	3%	4%	9%	10%	0%	5%	6%	.
Cc1ccnc(N2CCCC(C(=O)Nc3cc(F)ccc3C)C2)n1 (configuration not stated)	-0.6%	3	-6%	0%	2%	-1%	.	-1%	.	-12%	4%
C=CCN1C=CC=C/C1=C1\SC(=S)N(C)C1=O	-0.8%	2	0%	-1%	-2%	-10%	0%	11%	2%	8%	-9%
C=CCC1C=C(C)CC(CC=C)N1 (configuration not stated)	-0.1%	-1	0%	2%	0%	11%	5%	?	4%	16%	?
O=C(NCc1ccc(-c2nc3ccccc3s2)cc1)c1ccc(Br)o1	-0.7%	5	1%	4%	8%	1%	-1%	?	-4%	?	-1%
CC1CCCN(S(=O)(=O)c2ccc3[nH]c4c(c3c2)CCCC4)C1 (configuration not stated)	0.0%	11	-7%	2%	2%	2%	7%	-6%	2%	-11%	-15%
COc1ccc(CN2CC(C(=O)NCCCN3CCCCC3)CC2=O)cc1 (configuration not stated)	-0.1%	6	-1%	3%	-1%	0%	3%	-7%	-5%	15%	-1%
O=C(CSc1n[nH]c(-c2cccnc2)n1)Nc1ccc(Cl)cc1	0.0%	-9	-1%	-4%	-11%	-23%	0%	?	-4%	-2%	-4%
COc1ccc(CNC(=O)C2CCCN(S(=O)(=O)c3cccc4nsnc34)C2)cc1 (configuration not stated)	0.3%	1	6%	2%	-1%	-7%	-3%	?	4%	-2%	-1%
CCCC(C)NC1=NCCCCC1 (configuration not stated)	-4.5%	-1	-2%	-1%	2%	1%	3%	4%	4%	?	1%
NC(=O)c1c(NC(=O)c2ccco2)sc2c1CCC2	2.4%	-9	-5%	6%	2%	-2%	-25%	10%	8%	?	2%
N/C(=N\c1nc2c(c(=O)[nH]1)CCCC2)Nc1ccc(Oc2ccccc2)cc1	-0.4%	3	-6%	-2%	1%	0%	2%	7%	6%[46.1 µM]	?	-1%
O=C1CC(C(=O)Nc2ccc(F)cc2)n2cnnc2N1 (configuration not stated)	0.2%	5	-3%	-1%	0%	-13%	2%	6%	10%	6%	-4%
O=C(Nc1nc2ccc([N+](=O)[O-])cc2s1)c1ccc(S(=O)(=O)N2CCCc3ccccc32)cc1	-0.2%	-5	8%	0%	3%	-3%	-21%	?	3%	2.3µM*	-4%
Cc1ccc(-c2csc(NC(=O)CCCc3cccs3)n2)cc1	-1.0%	-3	-6%	3%	-2%	0%	5%	3%	-3%[46.1 µM]	16%	-2%
CCC1CCCCN1CCCNC(=O)CC1Oc2ccc(C)cc2NC1=O (configuration not stated)	0.1%	5	1%	2%	-9%	6%	-6%	2%	-4%	25%	-6%
Cc1cc(C(=O)N(NC(=O)C(C)C)c2ccccc2)cs1	-0.3%	5	2%	0%	3%	10%	-2%	6%	-6%	-6%	3%
Cc1cc(C)nc(OC(=O)c2c(Cl)cc(Cl)cc2Cl)n1	-0.2%	2	0%	-1%	-1%	-3%	-4%	-1%	-1%	-5%	-2%
O=C(CCc1nc(-c2ccccc2)no1)Nc1cccc(C(=O)NC2CC2)c1	-0.2%	-13	-4%	0%	-2%	5%	10%	7%	1%	-26%	-3%
Cc1ccc(NS(=O)(=O)c2cccc(C(=O)N/N=C/c3c(C)nn(-c4ccccc4)c3N3CCCC3)c2)c(C)c1	-0.1%	2	1%	-2%	4%	-5%	2%	0%	8%	?	-6%
Cc1ccc(S(=O)(=O)N2CCCCC2CCNC(=O)C(=O)Nc2ccccc2F)cc1 (configuration not stated)	-0.2%	7	0%	2%	-6%	-24%	?	?	10%	-24%	-1%
Cc1cc(Br)ccc1NC(=O)C(C)c1ccc([N+](=O)[O-])cc1 (configuration not stated)	-0.6%	-9	-4%	0%	6%	-2%	8%	-1%	-4%[46.1 µM]	-3%	22%
Cc1cc(C(=O)Nc2ccc(N3CCCCC3)cc2)no1	0.4%	-1	0%	2%	-6%	?	-7%	?	-7%	?	4%
Cc1ccc(-c2nc(CN3CCCCC3c3cccc(F)c3)c(C)o2)o1 (configuration not stated)	0.2%	-10	-6%	-1%	3%	-5%	8%	12%	-1%	-8%	3%
CCc1nc2c(sc3nc(N4CCOCC4)c4c(c32)CC(C)(C)OC4)c(=O)o1	-0.4%	-11	.	0%	0%	29%	.	-6%	.	10%	-2%
CCOc1ccc(-n2c(SCC(=O)NC(C)CC)nc3n[nH]c(C)c3c2=N)cc1 (configuration not stated)	3.5%	-49	0%	1%	4%	12%	-9%	13%	3%	27%	-5%

No enrichment for hits (roughly 3% active in at least one column).
